# Screens as filed in PubChem BioAssay.
# BAP1 inh: inhibitors of BAP1 deubiquitinase, primary screen, biochemical, Ub-AMC fluorescence, kinetic | Ubiquitin carboxyl-terminal hydrolase BAP1 (Homo sapiens), Q92560 | recombinant BAP1, Ub-AMC hydrolysis fluorescence kinetic; active compounds read low | activity remaining (% of control), % at 20 µM | 0.48% of 72,000 active | AID 436, 2006;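 active = activity remaining at or below 50% of control, provided the compound also passes the data quality filters; inactive = the rest, including low values that fail the filters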;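 note: 100% = DMSO wells rate and 0% = substrate alone blank rate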
# Target sequence (Q92560 whole entry, looked up): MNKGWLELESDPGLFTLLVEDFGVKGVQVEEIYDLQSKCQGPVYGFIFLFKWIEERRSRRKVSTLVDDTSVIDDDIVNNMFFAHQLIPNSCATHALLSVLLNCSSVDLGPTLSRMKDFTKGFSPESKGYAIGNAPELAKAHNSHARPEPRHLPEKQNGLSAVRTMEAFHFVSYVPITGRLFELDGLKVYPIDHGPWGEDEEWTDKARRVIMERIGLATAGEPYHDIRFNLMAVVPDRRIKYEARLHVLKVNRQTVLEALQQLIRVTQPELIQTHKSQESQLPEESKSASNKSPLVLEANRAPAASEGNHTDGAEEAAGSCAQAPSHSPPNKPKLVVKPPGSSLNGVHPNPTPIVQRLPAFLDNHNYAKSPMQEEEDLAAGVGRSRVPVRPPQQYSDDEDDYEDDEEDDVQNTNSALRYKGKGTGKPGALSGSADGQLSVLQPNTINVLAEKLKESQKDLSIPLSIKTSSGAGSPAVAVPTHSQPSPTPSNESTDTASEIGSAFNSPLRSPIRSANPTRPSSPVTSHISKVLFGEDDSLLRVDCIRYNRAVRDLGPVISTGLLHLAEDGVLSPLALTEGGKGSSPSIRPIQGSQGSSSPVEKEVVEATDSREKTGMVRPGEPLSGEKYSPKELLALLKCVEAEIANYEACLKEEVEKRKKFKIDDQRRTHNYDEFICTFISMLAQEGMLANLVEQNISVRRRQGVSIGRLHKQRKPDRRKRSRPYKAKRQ
# HePTP inh: inhibitors of human HePTP phosphatase, primary screen, biochemical, absorbance, leukemia target. 0.64% of 110,000 active. inhibition, % at 20 µM. Tyrosine-protein phosphatase non-receptor type 7 (Homo sapiens), P35236. recombinant HePTP phosphatase activity, OD absorbance. AID 521, 2006; in the data active = inhibition above about 50%;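 note: plate controls were vehicle for no effect and reference inhibitor for full effect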
# Target sequence (P35236 whole entry, looked up): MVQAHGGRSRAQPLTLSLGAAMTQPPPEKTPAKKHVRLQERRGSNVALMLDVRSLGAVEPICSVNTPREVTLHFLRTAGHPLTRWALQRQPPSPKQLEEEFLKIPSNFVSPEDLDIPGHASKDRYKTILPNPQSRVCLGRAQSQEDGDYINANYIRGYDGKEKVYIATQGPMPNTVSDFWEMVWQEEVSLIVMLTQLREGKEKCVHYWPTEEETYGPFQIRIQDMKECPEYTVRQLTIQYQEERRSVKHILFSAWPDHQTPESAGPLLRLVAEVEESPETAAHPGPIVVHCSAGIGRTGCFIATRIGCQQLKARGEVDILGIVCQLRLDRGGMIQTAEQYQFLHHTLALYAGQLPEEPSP
# * hit, by the source's call; · = not tested or not shown; & = joins results of further samples.
SMILES,BAP1 inh,HePTP inh
COc1cc(OC)c(NC(=O)c2ccco2)cc1Cl,59,8
Nc1cc(C(=O)O)ccc1Nc1ccc(F)c(F)c1,95,-2
CCCCCOc1ccc(C(=O)N(Cc2ccco2)C2CCS(=O)(=O)C2)cc1 (configuration not stated),82,8
O=C(c1cccc(COc2ccc(Cl)cc2Cl)c1)N1CCN(c2ccccn2)CC1,59,-2
CCOC(=O)c1ccc(-n2c(C)nc3c(cnn3-c3ccccc3C)c2=O)cc1,95,3
Cn1c(NCC(O)c2ccccc2)nc2c1c(=O)n(Cc1ccc(Cl)cc1)c(=O)n2C (configuration not stated),101,11
Cc1ccc(C)c(Cn2c(=O)n(CCC(=O)NCc3ccco3)c(=O)c3ccccc32)c1,73,5
O=C(NCc1ccccn1)C(=O)Nc1ccc(Br)cc1,·,8
O=C(c1ccc(Cl)c(Cl)c1)N1CCOCC1,99,2&-7
Cc1ccc(N(CC(=O)NCCCC(C)(C)C2OCCO2)S(=O)(=O)c2ccc(F)cc2)cc1,·,-5
Cc1ccc(-n2nc(-c3cccnc3)cc2C(=O)N2CCOCC2)c(C)c1,74,15
COc1ccc(C2CC(c3ccccc3)Nc3ncnn32)cc1 (configuration not stated),·,-9
COc1cc(/C=C2\SC(=S)N(Cc3ccccc3)C2=O)ccc1OC(=O)c1ccc(Cl)cc1,·,1
CCOC(=O)C1CCN(S(=O)(=O)c2ccc(-c3nc4ccccc4s3)s2)CC1,92,-2
COc1ccc(N2C=Nc3ccc(C)c4nc(C)cc2c34)cc1,·,6
Cc1cc(=O)oc2ccc(OCC(=O)N3CCc4ccccc43)cc12,68,7
Cc1ccc(-c2nc(-c3cccnc3)no2)c(C)c1,68,-2
Cc1ccc(-c2nc3cc(Cl)ccc3o2)cc1NC(=O)c1cccc(Cl)c1Cl,·,7
CCOc1ccccc1NC(=O)c1ccccc1-c1nc(-c2ccccc2)no1,79,1
Cc1ccc(S(=O)(=O)N2CCN(Cc3ccccc3)CC2)cc1[N+](=O)[O-],·,-2
CC1Cc2ccccc2N1C(=O)c1ccc2c(c1)nnn2C (configuration not stated),96,9
O=C(c1cccc2ccccc12)n1nnc2ccccc21,51,·
Cc1nnc(SCC(=O)N2CCN(S(=O)(=O)c3ccc(Cl)cc3)CC2)[nH]c1=O,115,5
C=C(C)c1nc2ccccc2c(=O)o1,62,·
Cc1cc(C)nc(SCc2nnc(SCC(=O)Nc3cc(C(F)(F)F)ccc3Cl)o2)n1,104,3
Nc1nc2ccccc2n1CCOc1ccc2ccccc2c1,173,-15
CCn1c(=N)n(CC(=O)c2cc(C(C)(C)C)c(O)c(C(C)(C)C)c2)c2ccccc21,·,11
O=C(O)c1ccc(NC(=O)c2cc(NC(=O)c3ccc(C(=O)O)cc3)cc(C(=O)Nc3ccc([N+](=O)[O-])cc3)c2)cc1,·,101*
O=C(Nc1ccccc1[N+](=O)[O-])c1cccc(S(=O)(=O)NC2CCCCC2)c1,80,·
CC(C)CNC(=O)c1ccccc1NC(=O)C(c1ccccc1)c1ccccc1,·,8
CN(C)c1[nH]c(=O)c(C#N)c2c1CCN2Cc1ccccc1,114,3
CN(c1cccc(NC(=O)Cc2ccccc2)c1)S(C)(=O)=O,112,6
CC(=O)Oc1ccc(-c2cccc(C(=O)N3CCOCC3)c2)cc1,·,-8
CCOc1ccc(-c2nc(C#N)c(N3CCN(C)CC3)o2)cc1,·,12
O=C(NCC(=O)N(Cc1cccs1)C(C(=O)NC1CCCC1)c1ccncc1)c1ccco1 (configuration not stated),92,6
COc1ccc(-c2cc(C(=O)NCc3ccccc3)no2)cc1OC,134,6
Cc1sc(NC(=O)c2cccs2)nc1-c1ccccc1,69,10
CCOC(=O)C1Cc2c([nH]c3ccccc23)C(C)N1 (configuration not stated),108,5
COc1ccc(CNC(=O)CSc2ncn[nH]2)cc1,109,2
Cc1cc(C(=O)NCc2ccccc2F)cs1,74,-9

# Quoted at random: 2 entries already listed.
SMILES,BAP1 inh,HePTP inh
O=C(c1cccc2ccccc12)n1nnc2ccccc21,51,·
Cc1nnc(SCC(=O)N2CCN(S(=O)(=O)c3ccc(Cl)cc3)CC2)[nH]c1=O,115,5

# Next compounds:
SMILES,BAP1 inh,HePTP inh
CC(=O)Nc1nc2c(s1)C(=O)CCC2,·,-23
C=CCN(c1ccccc1C(=O)O)S(=O)(=O)/C=C/c1ccccc1,·,6
CCOC(=O)Cn1nnnc1C(C(C)C)N(Cc1cc2c(C)cc(C)cc2[nH]c1=O)C1CCCC1 (configuration not stated),59,12
C=CCn1cc(C(=O)OC)c(=O)c2cc(S(=O)(=O)N3CCC(C)CC3)ccc21,95,6
Cc1noc(C)c1CSCC(=O)OCC(=O)NC1CCCCC1,·,-9
Oc1ccc(C=Nc2ccc(N3CCOCC3)cc2)c(O)c1,80,1
Cc1ccccc1C(=O)Nc1ccc(C(=O)Nc2nccs2)cc1,·,-13
COc1cc(C(=O)Nc2nc3ccc(Br)cc3s2)cc(OC)c1OC,·,4
C#CCOC(=O)C(C=C=C)(C(=O)OCC)C(F)(F)F (configuration not stated),·,-10
CC(C)(C)C1CCc2c(sc3c2C(=O)NC(c2ccco2)N3)C1 (configuration not stated),69,-13
O=C1NC(=Nc2cccnc2)S/C1=C\c1cccc(F)c1,·,66*
CC(NC(=O)c1ccco1)C(c1cccs1)N1CCN(c2ccccc2F)CC1 (configuration not stated),88,·
O=C(O)CC(NS(=O)(=O)c1cc(Cl)ccc1Cl)c1ccccc1 (configuration not stated),·,7
O=c1c2ccccc2nc2n1CCCS2,91,1
CC(=O)C(C)Oc1cc2oc(=O)cc(-c3ccccc3)c2cc1Cl (configuration not stated),·,10
COc1ccc(OC)c(N2C(=O)NC(=O)/C(=C/C=C/c3ccccc3)C2=O)c1,·,-2
CCN(CC)S(=O)(=O)c1ccc(Cl)c(C(=O)Nc2ccccn2)c1,·,10
COc1cccc(NC(=O)C(=O)N/N=C/c2ccc3c(c2)OCO3)c1,·,3
COc1ccc(CN2CCNC(=O)C2CC(=O)O)cc1OC (configuration not stated),99,9
Cc1cccc(NC(=O)c2cc3ccccc3o2)c1,97,3

# Structural class, the entries above with bromine.
SMILES,BAP1 inh,HePTP inh
O=C(NCc1ccccn1)C(=O)Nc1ccc(Br)cc1,·,8
COc1cc(C(=O)Nc2nc3ccc(Br)cc3s2)cc(OC)c1OC,·,4

# Further results.
SMILES,BAP1 inh,HePTP inh
CC(C)CCn1c(CN2CC(C)OC(C)C2)nc2c1c(=O)n(C)c(=O)n2C (configuration not stated),101,8
C=CCc1cccc(/C=N/NC(=O)c2cccc(N3CCCC3=O)c2)c1O,·,3
O=C(Nc1cccc(Br)c1)c1ccn(C(=O)c2ccc(Cl)cc2)n1,·,-6
CN(C)c1ccc(NC(=O)C(=O)NCCOc2ccccc2)cc1,·,4
CCCn1nnnc1SCC(=O)Nc1ccc(F)cc1,98,0
Cc1cc(C)nc(SCC(=O)Nc2ccccc2Oc2ccccc2)n1,·,6
Cc1oc(C(=O)O)cc1CSCc1cc(C(=O)O)c(C)o1,95,6
CN1CCN(/N=C/c2ccc(-c3ccc([N+](=O)[O-])cc3Cl)o2)CC1,·,-9
O=C(Nc1ccc([N+](=O)[O-])cc1)c1cccc(S(=O)(=O)Nc2ccc(I)cc2)c1,118,·
CN(C)c1nc(N2CCOCC2)nc(N(c2ccccc2)c2ccccc2)n1,113,9
COCCn1c(SCC(=O)NCc2ccco2)nc2cccnc21,100,15
COc1cccc(OC)c1C(=O)NCc1ccc(C)cc1,·,-17
CC(C)(C)NS(=O)(=O)c1ccc(CCC(=O)O)cc1,67,6
Cc1ccc(OCc2nc(C#N)c(N3CCCC3)o2)cc1,116,7
CCOC(=O)N1CCN(C(=O)c2ccc(C#Cc3ccccc3)cc2)CC1,·,8
CCOC(=O)Nc1nc2ccc(S(C)(=O)=O)cc2s1,·,-2
COC(=O)C1=C(C)N(C)C(=O)NC1c1cc2c(cc1[N+](=O)[O-])OCO2 (configuration not stated),·,7
CN(CC(=O)Nc1nccs1)S(=O)(=O)c1ccc(F)cc1,102,-6
Cn1c(-c2ccccc2)cc(O)c(C(=N)c2ccccc2)c1=O,·,0
CCOC(=O)c1c(-c2ccccc2)oc2ccc(OC(=O)c3ccc(OC)c(OC)c3)cc12,·,-4
CCN(CC)C(=O)CSc1ncnc2c1nnn2-c1ccc(F)cc1,100,-6
COc1ccc(NC(=O)CCc2nc(-c3ccccc3F)no2)cc1,·,-1
Cc1ccc(Nc2nc(CSc3nnnn3C)cs2)cc1,114,2
COc1ccc(C(C)NC(=O)c2ccc(Br)cc2)cc1 (configuration not stated),·,-4
O=C(NCc1cccs1)c1cc2c(s1)-c1ccccc1OC2,91,10
N/C(=N\N=C\c1ccc(O)c(O)c1)c1nonc1N,·,9
C=CCSc1nnc2nc3c(nn12)c1cc(C)ccc1n3CC=C,90,4
Cc1cc(C)cc(NS(=O)(=O)c2ccc3[nH]cc(C(=O)NCc4ccco4)c(=O)c3c2)c1,·,12
COc1cccc(NC(=O)Cn2c(-c3cncs3)nc3ccccc32)c1,139,9
COc1ccc(-c2cn3c(C)c(C(=O)N4CCN(c5ccccc5F)CC4)sc3n2)cc1,69,11
COc1ccc(N2C(=O)c3ccccc3NC2c2ccccc2)cc1 (configuration not stated),·,2
COC(=O)c1[nH]c2cc(C)ccc2c1NC(=O)CN1CCc2cc(OC)c(OC)cc2C1,96,0
CCOc1ccc(N(CC(=O)NC)S(C)(=O)=O)cc1,·,5
CCCCC1CCC(C(=O)Nc2c(C)n(C)n(-c3ccccc3)c2=O)CC1 (configuration not stated),92,10
CCOc1ccc(/C=C2/SC(=O)N(CN3CCCCC3)C2=O)cc1,·,-2
O=C(c1cnsn1)N1CCN(c2ccccc2)CC1,127,0
Cc1ccc(C2C(C#N)=C(N)SC(N)=C2C#N)cc1,98,-8
N=Cc1c(O)n(-c2c(Cl)cccc2Cl)c2ccc([N+](=O)[O-])cc12,·,-8
CCOC(=O)c1c(-c2ccccc2)oc2ccc(OCC(=O)C(C)(C)C)cc12,·,-4
CC(=O)Nc1cccc(NC(=O)c2cc(Cl)ccc2Cl)c1,·,-4

# An excerpt from above in order of SMILES length, rising:
SMILES,BAP1 inh,HePTP inh
N/C(=N\N=C\c1ccc(O)c(O)c1)c1nonc1N,·,9
CC(=O)Nc1cccc(NC(=O)c2cc(Cl)ccc2Cl)c1,·,-4
CCOC(=O)c1c(-c2ccccc2)oc2ccc(OCC(=O)C(C)(C)C)cc12,·,-4
COc1ccc(-c2cn3c(C)c(C(=O)N4CCN(c5ccccc5F)CC4)sc3n2)cc1,69,11
COC(=O)c1[nH]c2cc(C)ccc2c1NC(=O)CN1CCc2cc(OC)c(OC)cc2C1,96,0
Cc1cc(C)cc(NS(=O)(=O)c2ccc3[nH]cc(C(=O)NCc4ccco4)c(=O)c3c2)c1,·,12

# Later entries.
SMILES,BAP1 inh,HePTP inh
Oc1ccc(-c2nc3ccc4ccccc4c3c3c2CCC3)c(O)c1,91,·
COc1ccc(CCn2c(C)cc(C(=O)CSc3nnnn3C)c2C)cc1,127,-13
CN(C)c1ccc(/C=N/NC(=O)c2ccc(O)cc2O)cc1Br,·,4
O=C1c2ccccc2-c2nc3ccccc3n21,95,·
CCOc1ccccc1N(CC(=O)NCCCOC)S(=O)(=O)c1ccccc1,·,8
O=c1oc2c3c4c(cc2cc1CCO)CCCN4CCC3,·,11
COc1ccc(CC(=O)Nc2ccc(N3CCN(c4ccc(OC)cc4)CC3)c(C#N)c2)cc1,94,0
Cc1nnc(SCc2cc(=O)n3[nH]cnc3n2)s1,113,·
Cc1ccc(-n2c(Cc3cccn3C)nnc2SCC(N)=O)cc1,111,18
CCOC(=O)c1cccnc1SCC(=O)N(C)c1ccccc1,89,-3
CC(=O)Nc1ccccc1NC(=O)c1ccc(C)c([N+](=O)[O-])c1,·,-3
CCS(=O)(=O)Nc1ccc(C(=O)CC2(O)C(=O)Nc3ccc(Br)cc32)cc1 (configuration not stated),63,6
FC(F)(F)Oc1ccc(N=Cc2c[nH]c3ccccc23)cc1,·,10
CC(=O)N1CCc2cc(S(=O)(=O)N3CCOCC3)ccc21,113,9
O=C(/C=N/O)Nc1ccccc1C(=O)O,97,10
CC(C)Oc1ccc(C(=O)N(CN2CCCC2=O)c2ccc(F)cc2)cc1,105,-2
CC1CCCN(c2ncnc3c2cnn3-c2ccccc2)C1 (configuration not stated),93,5
COc1ccc(C2SCC(=O)N2c2ccccc2)cc1 (configuration not stated),142,·
Ic1ccc(OCCCCCCN2CCCC2)cc1,·,-14
COC(=O)c1ccc(OC(=O)c2ccco2)cc1,95,-4
Cc1ccc(C)c(NC(=O)C(=O)NCc2ccccc2Cl)c1,·,11
CCn1nnc(NC(=O)c2cc3ccccc3o2)n1,53,-1
Cc1ccc(NC(=O)c2ccc3nc4ccccc4nc3c2)cc1,·,8
COc1cc(C2NC(=O)NC(C)=C2C(=O)OC(C)(C)C)ccc1OCC(=O)O (configuration not stated),132,3
Clc1ccc(CSc2nnc(-c3ccncc3)o2)cc1,117,14
COc1ccccc1OCCn1c(C(C)O)nc2ccccc21 (configuration not stated),106,5
O=C(Cn1c(-c2ccccc2)noc1=O)Nc1ccc(N2CCCCCC2)cc1,94,5
O=C1c2ccccc2NC2CCCCC12 (configuration not stated),100,1
CC(C)n1c(=S)[nH]c2c1c(=O)n(C)c(=O)n2C,70,-8

# Compound profiles, from the list above. Values in the order: BAP1 inh	HePTP inh
# CCOc1ccc(/C=C2/SC(=O)N(CN3CCCCC3)C2=O)cc1 as listed: ·	-2
# COc1ccccc1OCCn1c(C(C)O)nc2ccccc21 (configuration not stated) as listed: 106	5
# COc1ccc(CCn2c(C)cc(C(=O)CSc3nnnn3C)c2C)cc1 as listed: 127	-13
# CN(C)c1ccc(/C=N/NC(=O)c2ccc(O)cc2O)cc1Br as listed: ·	4
# COc1ccc(OC)c(N2C(=O)NC(=O)/C(=C/C=C/c3ccccc3)C2=O)c1 as listed: ·	-2

# No enrichment for hits; any-hit rate near 0.83%.
